Compound activity from PubChem.
STK33 inh = inhibitors of human STK33 kinase; AID 2661; 320,000 compounds, 0.073% hits; inhibition, % at 10 µM; purified STK33, MBP phosphorylation, ADP-Glo luminescence;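 active = inhibition at or above 25%, using the most active replicate where run in duplicate; inactive = inhibition below 25%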
Target sequence (Q9BYT3 whole entry, looked up): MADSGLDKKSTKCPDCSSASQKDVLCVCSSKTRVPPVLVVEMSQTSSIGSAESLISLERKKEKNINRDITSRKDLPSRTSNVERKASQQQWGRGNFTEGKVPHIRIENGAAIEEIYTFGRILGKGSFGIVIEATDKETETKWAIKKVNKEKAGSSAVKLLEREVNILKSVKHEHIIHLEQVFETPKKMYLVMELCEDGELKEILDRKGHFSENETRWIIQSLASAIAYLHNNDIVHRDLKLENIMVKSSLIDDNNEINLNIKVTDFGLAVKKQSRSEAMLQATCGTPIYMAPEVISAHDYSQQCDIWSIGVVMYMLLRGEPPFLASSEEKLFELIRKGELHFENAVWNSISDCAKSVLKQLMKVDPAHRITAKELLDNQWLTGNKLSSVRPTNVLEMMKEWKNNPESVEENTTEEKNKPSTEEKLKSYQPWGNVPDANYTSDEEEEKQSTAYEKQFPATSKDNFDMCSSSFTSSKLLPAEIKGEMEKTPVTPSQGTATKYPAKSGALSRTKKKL
OX1R FRET antag = OX1R (human) antagonism | O43613 | OX1R-expressing cells, FRET antagonist read-out | AID 485270 | inhibition, % at 6.6 µM | 330,000 compounds, 1.8% hits; in the data active = inhibition mostly above about 38%, no sharp cut-off; inactive = mostly below about 40%;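 also: 0% = agonist challenge alone and 100% = reference antagonist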
Target sequence (O43613 whole entry, looked up): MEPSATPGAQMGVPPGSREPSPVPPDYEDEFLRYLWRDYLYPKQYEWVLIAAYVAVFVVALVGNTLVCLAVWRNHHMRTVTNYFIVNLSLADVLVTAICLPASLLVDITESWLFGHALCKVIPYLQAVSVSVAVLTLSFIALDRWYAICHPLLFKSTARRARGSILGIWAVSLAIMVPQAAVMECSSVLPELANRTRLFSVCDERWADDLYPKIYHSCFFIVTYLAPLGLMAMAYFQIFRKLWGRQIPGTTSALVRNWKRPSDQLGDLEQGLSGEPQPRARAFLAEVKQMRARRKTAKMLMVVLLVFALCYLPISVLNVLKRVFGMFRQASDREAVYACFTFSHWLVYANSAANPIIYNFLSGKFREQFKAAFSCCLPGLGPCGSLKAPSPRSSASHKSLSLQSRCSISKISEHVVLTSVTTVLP
* = called active by the depositor; · = no result given.

SMILES | STK33 inh | OX1R FRET antag
O=c1c(Cc2ccc(F)cc2)c(O)ccn1Cc1ccc(Cl)cc1Cl | -0.3 | 56
CC1(C)CC(=O)CC2(C1)NCC(c1ccccc1)c1c2[nH]c2ccccc12 (configuration not stated) | -0.1 | 10
COc1ccc(C(O)c2nccn2C)cc1 (configuration not stated) | -0.5 | 6
Cc1cc2occ(CC(=O)NC3CCCc4ccccc43)c2cc1C (configuration not stated) | -0.4 | 42
O=C(NCc1ccccc1Cl)c1ccc2c(=O)n(CC3CCCO3)c(=S)[nH]c2c1 (configuration not stated) | -0.1 | 5
O=C(Cn1cc(C(=O)C(F)(F)F)c2ccccc21)Nc1ccccc1F | -1.7 | 1
Cc1cccc(CCNc2nc3ccccc3n3nnnc23)c1 | -2.2 | -1
CCOc1ccccc1NC(=O)CCC(=O)Nc1ccccc1OCC | -0.1 | 16
Cc1ccccc1NC(=O)CN1C(=O)S/C(=C\c2cccn2-c2cccc(C(=O)O)c2)C1=O | 0.2 | 10
O=C(c1ccc(Cl)c(S(=O)(=O)NCc2ccco2)c1)N1CCN(c2ccc(F)cc2)CC1 | -0.8 | 27
COc1cccc(/C=C/C(=O)OCC(=O)Nc2cccc(S(=O)(=O)N3CCOCC3)c2)c1OC | -0.1 | 10
COc1cccc(C(=O)NCCSCc2c(F)cccc2Cl)c1 | 6.8 | 3
O=C(CSc1nnc(CNc2ccc(F)cc2)o1)c1ccccc1 | -0.4 | 13
Cc1cc(Br)ccc1OCCn1ccnc1 | -0.9 | 21
COc1cc2nc(N(CCN(C)C)C(=O)c3ccc4ccccc4c3)sc2cc1OC | 1.9 | 7
Cc1cc(C)cc(N(C(=O)c2cc3ccccc3oc2=O)C2C=CS(=O)(=O)C2)c1 (configuration not stated) | -0.8 | 17
O=C(O)/C=C/C(=O)NNC(=O)c1ccccc1Br | -1.1 | 16
CCc1nnc(N2C(=O)c3cccc4cccc(c34)C2=O)s1 | 0.3 | 71*
O=C(O)c1cccc(S(=O)(=O)N2CCN(c3ccccn3)CC2)c1 | -3.7 | ·
Cc1ccccc1CN1CCN(CC2CC2)CC1CCO (configuration not stated) | -0.8 | 7

Reprinted from the part before: 2 compounds, then new ones.
SMILES | STK33 inh | OX1R FRET antag
O=C(O)c1cccc(S(=O)(=O)N2CCN(c3ccccn3)CC2)c1 | -3.7 | ·
Cc1ccccc1CN1CCN(CC2CC2)CC1CCO (configuration not stated) | -0.8 | 7
COc1ccc(CCNC(=O)c2ccc3nc(-c4ccco4)c(-c4ccco4)nc3c2)cc1OC | 5.9 | 46
COC(=O)c1ccc(C(=O)OC)c(NC(=S)N2CCC(C(N)=O)CC2)c1 | -1.2 | 6
Cn1c(-c2ccccc2)c(/C=N/NC(=O)c2ccc(O)cc2)c2ccccc21 | 1.5 | 22
COc1cc(SC)ccc1C(=O)N1CCN(c2ccccc2F)CC1 | -0.9 | 14
COC(=O)CCC(=O)Nc1cccc(Br)c1 | -1.7 | 16
Cc1cc(C)c2[nH]c(C(=O)Nc3ccc4c(c3)OCO4)cc2c1 | -2.1 | 18
N#Cc1nc(-c2cccc(Cl)c2)oc1N1CCC(C(N)=O)CC1 | -0.4 | 2
COc1cc(OC)cc(C(=O)NC(=S)NCCc2ccccc2)c1 | -1.5 | 16
CC(=O)NC1C(OCCOc2ccc(Cl)cc2Cl)OC(COC(C)=O)C(OC(C)=O)C1OC(C)=O (configuration not stated) | -0.6 | 4
Cc1ccc(NC(=O)CN(C)C(=O)COC(=O)C2=COCCO2)cc1 | -2.0 | 12
CC(C)CCNC(=O)c1ccc(NC(=O)C2=CSCCO2)cc1 | -1.5 | 8
CCc1nnc(NC(=O)CSc2ccc(-c3ccco3)nn2)s1 | -1.0 | 3
COc1ccc(/C=N/Nc2nncn2N)cc1Br | 6.1 | 65*
COCCC(=O)N1CCC(Oc2ccc(C(=O)NC3Cc4ccccc4C3)cc2)CC1 | -0.6 | 9
O=C(NC(NC1CCS(=O)(=O)C1)C(Cl)(Cl)Cl)c1cccc(Cl)c1 (configuration not stated) | -0.6 | 6
COCC1CCN(C(=O)C2CCC(=O)N(Cc3cccc(F)c3)C2)CC1 (configuration not stated) | -0.7 | 23
Cc1ccc(S(=O)(=O)CCC(=O)OCC(=O)NNC(=O)c2ccc([N+](=O)[O-])cc2)cc1 | -0.4 | 17
Cc1c(C(C)(C)C)sc(=NC(=O)c2ccccc2O)n1C | -0.1 | 4
O=C(Nc1cccc(C(F)(F)F)c1)N1CCN(C(=O)Nc2cccc(C(F)(F)F)c2)CC1 | 0.3 | 10
CCc1ccc(C2NC(=S)NC3=C2C(=O)CC(C)(C)C3)cc1 (configuration not stated) | -0.6 | 26
COc1ccc(OC)c(/C=N/NC(=O)CC(=O)NCc2ccccc2)c1 | 0.0 | -5
O=C(Cc1c(F)cccc1Cl)N1CCN(S(=O)(=O)c2cccc(F)c2)CC1 | -0.4 | 24
COc1ccccc1[N+](=O)[O-] | -1.4 | -1
CSCc1ccc(C(=O)Nc2ccc(C(N)=O)cc2)cc1 | 0.1 | 8
NC(=O)C(c1ccc(Cl)cc1Cl)c1ncc(C(F)(F)F)cc1Cl (configuration not stated) | -0.2 | 4
COc1ccc(CCN(C(=O)C(F)(F)F)C(C(=O)NC2CCCC2)c2cccs2)cc1 (configuration not stated) | -0.5 | 16
NC(=O)c1ccc(NC(=O)CN2C(=O)NC(c3ccccc3)(c3ccccc3)C2=O)cc1 | -2.5 | -13
O=C(c1ccc2c(=O)n(C3CCCC3)c(=S)[nH]c2c1)N1CCN(C2CCCCC2)CC1 | -0.7 | 12
Cc1nc2c(nnn2Cc2ccccc2)c(=O)[nH]1 | -0.1 | 9
Cn1c(N2CCN(C(=O)NC34CC5CC(CC(C5)C3)C4)CC2)nc2ccccc21 | 4.9 | 9
CCCCCOC(=O)C1=C(C)Nc2nnnn2C1c1ccccc1Cl (configuration not stated) | -1.9 | 10
O=C(CNS(=O)(=O)c1ccc2c(c1)OCCCO2)N1CCN(c2ccc(F)cc2)CC1 | -1.4 | 11
COc1ccc(S(=O)(=O)NCCc2ccccc2)cc1 | 6.4 | 28
Cc1cccc(-n2c(O)c(C=Nc3ccccc3)c3ccccc3c2=O)n1 | 0.9 | 19
CCOc1ccc(/C(O)=C2/C(=O)C(=O)N(CC3CCCO3)C2c2ccc(C)o2)cc1 (configuration not stated) | -1.5 | 18
O=C(CN1CCN(S(=O)(=O)c2ccc(Br)cc2)CC1)N/N=C/c1ccccc1C(=O)O | 1.2 | 6
Cc1cc(C(=O)N2CCCC(CCC(=O)N3CCN(c4ccccn4)CC3)C2)c(C)o1 (configuration not stated) | 0.4 | -1
BrC(=C\c1ccccc1)/C=N/Nc1nc2ccccc2[nH]1 | 3.8 | 27
O=[N+]([O-])c1cccc(/C=N/n2cnnc2)c1O | 0.4 | 33
COc1cccc(OCc2cc(C(=O)N(C)Cc3nccn3C)no2)c1 | 0.0 | -3
Nc1ccc2nc3c(=O)n(CCc4ccccc4)c(=O)[nH]c3nc2c1 | -2.6 | 19
NC(=O)CC[C@@H]1NC(=O)[C@H](CO)NC(=O)c2cc([N+](=O)[O-])cc(I)c2NCCCC[C@@H](C(N)=O)NC(=O)[C@H](Cc2ccc(O)cc2)NC1=O | 1.8 | 12
S=C(Nc1ccc(Cl)cc1Cl)Nc1ccccc1Oc1ccccc1 | -1.3 | 11
CC(=O)NC1CC2CCCC(C1)N2C(=O)Nc1ccccc1 (configuration not stated) | 0.9 | 4
CSc1cccc(NC(=O)c2nnn(CC(=O)Nc3cc(C)cc(C)c3)c2N)c1 | 1.5 | 3
O=C(CSc1nnc(-c2ccc(O)cc2)o1)Nc1ccc2c(c1)OCCO2 | 0.2 | 17
O=C(Oc1cc(=O)oc2ccccc12)c1ccco1 | -0.9 | 62
N#Cc1nc(Cc2cccc3ccccc23)oc1NCc1ccc(F)cc1 | -0.1 | 51
C/C(=N\NC(=O)c1cc2c(s1)CCC(C)C2)c1ccc[nH]1 (configuration not stated) | 0.6 | 11
Cn1c(=O)cc(OCC(=O)N2CCN(c3cccc(C(F)(F)F)c3)CC2)c2ccccc21 | 0.4 | 8
COc1ccc(C(=O)/C=C/c2ccc(N3CCCCC3)c([N+](=O)[O-])c2)cc1 | -1.5 | 25
Cc1ccc(NS(=O)(=O)c2ccc(C)c(NC(=S)NCCN3CCOCC3)c2)c(C)c1 | -0.4 | 5
CCOC(=O)N1CCN(Cc2cn[nH]c2-c2cccc3ccccc23)CC1 | -0.4 | 7
Cc1c(NC(=O)OCCNC(=O)COc2c(Cl)cccc2Cl)sc(=S)n1C | -0.1 | 16
COc1ccc(CN2CCCC(CNC(=O)c3ccc(F)cc3)C2)cc1OC (configuration not stated) | -0.4 | 17
CCOCCCn1cnc2c(c1=O)c1nc3ccccc3nc1n2-c1ccc(C)cc1 | -1.0 | 3
O=C(COC(=O)c1cccc(Br)c1)NCCc1ccccc1 | -0.3 | 10
CCN(CC)S(=O)(=O)c1ccc(NS(=O)(=O)c2ccc3oc(=O)[nH]c3c2)cc1 | -0.8 | 0
CCOc1ncccc1C(=O)OCC(=O)NC1CC1 | -0.4 | 7
O=C(Cn1c(=O)oc2cc(S(=O)(=O)N3CCCC3)ccc21)N1CCN(c2ccccc2F)CC1 | 0.0 | 12

Six structures already listed, arranged by formula weight, ascending.
SMILES | STK33 inh | OX1R FRET antag
COc1cc(OC)cc(C(=O)NC(=S)NCCc2ccccc2)c1 | -1.5 | 16
CCOc1ccccc1NC(=O)CCC(=O)Nc1ccccc1OCC | -0.1 | 16
O=c1c(Cc2ccc(F)cc2)c(O)ccn1Cc1ccc(Cl)cc1Cl | -0.3 | 56
O=C(CSc1nnc(-c2ccc(O)cc2)o1)Nc1ccc2c(c1)OCCO2 | 0.2 | 17
CCOc1ccc(/C(O)=C2/C(=O)C(=O)N(CC3CCCO3)C2c2ccc(C)o2)cc1 (configuration not stated) | -1.5 | 18
COc1cccc(/C=C/C(=O)OCC(=O)Nc2cccc(S(=O)(=O)N3CCOCC3)c2)c1OC | -0.1 | 10

Returning to the listing, starting three compounds before the break.
SMILES | STK33 inh | OX1R FRET antag
CCN(CC)S(=O)(=O)c1ccc(NS(=O)(=O)c2ccc3oc(=O)[nH]c3c2)cc1 | -0.8 | 0
CCOc1ncccc1C(=O)OCC(=O)NC1CC1 | -0.4 | 7
O=C(Cn1c(=O)oc2cc(S(=O)(=O)N3CCCC3)ccc21)N1CCN(c2ccccc2F)CC1 | 0.0 | 12
Cc1[nH]c(=S)n(CC2CCCO2)c1C (configuration not stated) | -1.8 | 6
C[C@H](CO)N1C[C@H](C)[C@@H](CN(C)C(=O)Nc2ccccc2)Oc2ccc(NC(=O)C3CC3)cc2C1=O | -0.5 | 1
O=C(COC(=O)c1ccncc1)Nc1ccc2c(c1)OCO2 | 0.1 | 9
CC(C(=O)NN=C(c1ccccc1)c1ccccc1)N1CCOCC1 (configuration not stated) | · | 12
COc1ccc(-c2cc(C(=O)Nc3ccc(C)c(N)c3)c3ccccc3n2)cc1 | 1.1 | -1
COC(=O)[C@@H](C)NC(=O)c1ccc2oc(CCc3ccccc3)nc2c1 | -1.7 | 14
COc1ccc(C2(C)NC(=O)N(CC(=O)NCC(=O)Nc3ccc(F)c(F)c3F)C2=O)cc1OC (configuration not stated) | -0.7 | 7
CC(NC(=O)C[n+]1cccc(Br)c1)c1ccccc1 (configuration not stated) | -1.1 | -8
CCOc1cccc(=O)c2c(C)n(-c3ccc(C(=O)O)cc3)c(C)c12 | -0.3 | 22
CN=C1c2c(-c3ccccc3)c3cc(OC)ccc3n2CCN1C | -1.5 | 28
N#Cc1c(N2C(=O)c3ccc(C(=O)O)cc3C2=O)sc2c1CCCC2 | -3.9 | 6
COc1ccc(NS(=O)(=O)c2cccc(C(=O)NNC(=O)c3ccccc3OC)c2)cc1 | 0.4 | 22
CC1(C)CC(=O)C=C(Nc2ccc(Cl)c(Br)c2)C1 | -0.2 | 18
O=C(CCC(=O)Nc1ccccc1)N/N=C/c1ccccc1F | -0.9 | 15
Cn1c(SCC(=O)N/N=C/c2ccc([N+](=O)[O-])s2)nnc1-c1ccc(Cl)cc1 | 1.2 | 20
CCc1ccc2[nH]c3nc(SCCN4CCOCC4)nnc3c2c1 | -0.7 | 36
Cc1cc(C)n(-c2nc3ccccc3nc2N2CCN(S(=O)(=O)c3ccc4ccccc4c3)CC2)n1 | 0.7 | 5
CCOC(=O)C1(Cc2cccc(OC)c2)CCN(C2CCOCC2)CC1 | -0.2 | 21
CC(C)[C@@H](CO)NS(=O)(=O)c1ccc(Br)cc1F | · | 6
CN(Cc1ccccc1)S(=O)(=O)c1ccc(NS(C)(=O)=O)cc1 | 2.8 | 8
COc1cccc(-c2nn(-c3ccc(C)cc3)cc2C(=O)N(C)CC(=O)Nc2cccc(F)c2)c1 | -1.9 | 11
C=Cn1cc[n+](CC(=O)c2ccc(Br)cc2)c1 | -1.2 | -10
CCC(C)NS(=O)(=O)c1ccc(S(=O)(=O)N(CC(=O)Nc2ccccc2)CC2CCCO2)cc1 (configuration not stated) | 0.8 | 9
Cc1cnc(NC(=O)CC2CCCC2)s1 | -4.8 | 13
CCCCNC(=O)c1cc(C)no1 | -0.3 | 17
COc1ccc(Cl)cc1NC(=O)C12CCC(C)(C(=O)O1)C2(C)C (configuration not stated) | 0.6 | 4
Cc1ccc(CNC(=O)C2CCN(S(=O)(=O)c3c(C)noc3/C=C/N(C)C)CC2)cc1 | -2.8 | 1
COC(=O)c1c(SCc2ccc(C#N)cc2)nc(=O)[nH]c1C | 0.5 | 25
CCCCC(=O)Nc1ccc2c(c1)nc(CN1CCN(C(=O)OCC)CC1)n2C | -2.0 | 1
Cc1cc(=O)oc2cc(OCC3CC(c4ccc(Br)cc4)=NO3)ccc12 (configuration not stated) | -2.4 | 7
O=C1CCC(/C=C/c2ccccc2)=NN1Cc1ccccc1Cl | -1.3 | 9
